Tb PGK inh = blocks T. brucei phosphoglycerate kinase; P07378; PGK/GAPDH coupled, Kinase-Glo luminescence, 60 min; Potency, µM (highest dose often 57.5 µM), for the others: at the highest dose activity change, negative = inhibition, usual class: inhibitors; 380,000 tested, 0.043% active; AID 602233; note: potency is the fitted concentration of half-maximal effect; % is set by controls: 0 for no effect and ±100 for the full control effect; nearly all actives have a fitted effect of over 60% in size
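Luminescent ATP detection (Kinase-Glo Plus) follows a 60-minute room-temperature incubation, with wells lacking PGK as controls. Buffer: 100 mM TEA (pH 7.6), 5 mM MgCl2, 0.01% Tween-20. Coupling enzyme GAPDH (100 nM final) supplies unstable 1,3-BPG in-well.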
Pol iota inh = inhibitors of human DNA polymerase iota; Pol iota fluorescent replication assay, 10 min; Potency, µM (highest dose often 115 µM), for inactives: top-dose activity, negative = inhibition, usual class: inhibitors; 390,000 tested, 1% active; AID 588590; note: potency is the fitted concentration of half-maximal effect
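Pol iota at 10 nM preincubated 15 min with compounds at room temperature; reaction started with fluorescent substrate, 50 nM final. Fluorescence read kinetically at 0 and 10 min; buffer-only wells as negative control.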
APE1 inh = blocks human APE1 abasic DNA cleavage. recombinant APE1, TAMRA/BHQ-2 abasic DNA cleavage fluorescence. Potency, µM (top dose mostly 65.8 µM), for the others: at the top dose activity change, negative = inhibition, most hits filed as inhibitors. 350,000 tested, 0.35% active. AID 2517;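 note: potency is the fitted concentration of half-maximal effect; plate controls were vehicle for no effect and reference inhibitor for full effect; nearly all actives have a fitted effect of over 55% in size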
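Compound pre-exposure to 0.75 nM APE1, 15 min at ambient temperature. Reaction initiated with 50 nM TAMRA/BHQ-2 THF substrate, read immediately in kinetic mode, 525 nm excitation, 598 nm emission.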
Pol eta inh = inhibitors of human DNA polymerase eta | Q9Y253 | recombinant Pol eta, fluorescent DNA replication assay | Potency, µM (doses to about 114 µM), for inactives: at the highest dose activity change, negative = inhibition, most hits filed as inhibitors | 390,000 tested, 1.2% active | AID 588591; note: potency is the fitted concentration of half-maximal effect; % is set by controls: 0 for no effect and ±100 for the full control effect
Target sequence (Q9Y253 whole entry, looked up): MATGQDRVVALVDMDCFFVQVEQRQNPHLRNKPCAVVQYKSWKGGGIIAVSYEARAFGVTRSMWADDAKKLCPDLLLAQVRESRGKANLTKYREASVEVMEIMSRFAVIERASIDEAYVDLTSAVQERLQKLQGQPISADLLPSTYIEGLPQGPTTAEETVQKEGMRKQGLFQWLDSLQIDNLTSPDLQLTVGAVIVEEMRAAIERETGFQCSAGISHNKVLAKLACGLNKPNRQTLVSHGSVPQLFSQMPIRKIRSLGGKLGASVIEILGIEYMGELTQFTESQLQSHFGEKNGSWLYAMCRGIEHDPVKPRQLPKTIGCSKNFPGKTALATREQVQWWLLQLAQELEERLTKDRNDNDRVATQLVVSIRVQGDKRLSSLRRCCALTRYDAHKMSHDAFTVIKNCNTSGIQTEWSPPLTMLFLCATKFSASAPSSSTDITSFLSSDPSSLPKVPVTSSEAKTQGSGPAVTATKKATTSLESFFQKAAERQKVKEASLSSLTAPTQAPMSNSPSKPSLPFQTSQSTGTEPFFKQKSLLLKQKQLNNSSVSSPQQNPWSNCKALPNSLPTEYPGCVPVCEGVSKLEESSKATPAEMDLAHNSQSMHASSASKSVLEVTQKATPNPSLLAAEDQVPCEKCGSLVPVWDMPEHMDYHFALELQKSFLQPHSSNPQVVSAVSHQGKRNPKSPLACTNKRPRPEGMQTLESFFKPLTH
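Pol eta at 10 nM preincubated with compounds 15 min at room temperature; reaction started with fluorescent substrate (50 nM final) and read kinetically at 0 and 10 min.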
Anesthetic bind = candidate novel general anesthetic via apoferritin binding; P02791; apoferritin/1-aminoanthracene competitive binding, fluorescence; Potency, µM (titrated, usually from 77.5 µM), for the others: at the highest dose activity change, negative = displacement, usual class: inhibitors; 350,000 tested, 0.074% active; AID 485281; note: potency is the fitted concentration of half-maximal effect; % is set by controls: 0 for no effect and ±100 for the full control effect; nearly all actives have a fitted effect of over 20% in size
Target sequence (P02791 2-175 limits assumed): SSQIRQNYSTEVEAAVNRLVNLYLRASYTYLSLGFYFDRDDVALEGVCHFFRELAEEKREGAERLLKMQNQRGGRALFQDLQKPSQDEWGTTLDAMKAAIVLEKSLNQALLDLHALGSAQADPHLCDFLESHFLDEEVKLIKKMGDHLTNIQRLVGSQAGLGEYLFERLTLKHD
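Horse-spleen apoferritin (10 uM) was mixed with 50% saturated 1-aminoanthracene in PBS, exposed to compounds for 10 min at room temperature, and read for fluorescence (ex 380 nm, em 535 nm). Competitive displacement was fitted with a four-parameter Hill equation.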
BLM inh = inhibitors of human Bloom syndrome helicase BLM. P54132. 350,000 tested, 0.2% active. Potency, µM (doses to about 56.1 µM), for the others: at the top dose activity change, negative = inhibition, hits mostly inhibitors. recombinant BLM DNA unwinding, fluorescence dequenching;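 note: potency is the fitted concentration of half-maximal effect; plate controls were vehicle for no effect and no enzyme for full effect; nearly all actives have a fitted effect of over 35% in size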
Pol kappa inh = blocks human DNA polymerase kappa activity. purified Pol kappa, fluorescent DNA synthesis assay, 10 min. Potency, µM (titrated, usually from 107 µM), for the others: at the top dose activity, negative = inhibition, hits mostly inhibitors. 400,000 tested, 0.53% active. AID 588579; note: potency is the fitted concentration of half-maximal effect; % is set by controls: 0 for no effect and ±100 for the full control effect
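Enzyme at 10 nM met test compounds for 15 min at room temperature. Substrate addition (50 nM final) began the reaction, which was monitored by fluorescence at 0 and 10 min.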
POLB inh = blocks human DNA polymerase beta activity | AID 485314 | 340,000 tested, 1.3% active | Potency, µM (titrated, usually from 114 µM), for inactives: at the highest dose activity change, negative = inhibition, usual class: inhibitors | Pol beta primer extension/strand displacement, fluorescence kinetic | P06746; note: potency is the fitted concentration of half-maximal effect; % is set by controls: 0 for no effect and ±100 for the full control effect
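10 nM enzyme + cpd, 15 min RT; start with substrate 50 nM final; read 0 min and after 10 min RT. Corrected, normalized data; 4-parameter Hill curve fit.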
RXFP1 antagonist = antagonists of human relaxin receptor RXFP1. Q9HBX9. HEK293-RXFP1, relaxin-stimulated cAMP HTRF, 30 min; hits give low values. activity change, negative = inhibition, % at 57.5 µM. 350,000 tested, 0.59% active;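 active = activity change of -60% or lower, but not beyond a set lower limit; inconclusive = change between -60% and -40%, or beyond the set limit; inactive = change above -40%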; note: % is set by controls: 0 for no effect and ±100 for the full control effect
Numbers without * were called inactive; i = inactive; ? = inconclusive; / = no result given; [ ] = remark or other dose. Unless noted, calls come from the whole dose curve; as a rule, active = well fitted curve in the direction sought with a large enough effect; inconclusive = small, poorly fitted or top-dose-only effect, or another doubt; inactive = no such curve, though single readings can be large; an effect the other way counts as inactive or inconclusive. An excerpt (hit frequency here may not be typical).

compound,Tb PGK inh,Pol iota inh,APE1 inh,Pol eta inh,Anesthetic bind,BLM inh,Pol kappa inh,POLB inh,RXFP1 antagonist
CCCCN(C(=O)COC(=O)c1ccccc1)c1c(N)n(CCC)c(=O)[nH]c1=O,2%,-13%,-1%,-3%,/,/,-9%,/,1
CC(=O)OCC(=O)Nc1c(C)cc(C)cc1C,-4%,-10%,-2%,5%,-1%,1%,-20%,-6%,-5
CNc1nc2c(-c3ccc(Cl)cc3)nnn2c2ccccc12,-6%,?,?,0%,-6%,-4%,-9%[60.1 µM],?,5
Cc1ccc(S(=O)(=O)N2CCN=C2SC(C)c2ccccc2)cc1 (stereo not drawn),-4%,-18%,7%,-20%,48%[activator],-7%,-10%,2%,-12
Cc1cc(N2CCN(c3cc(Cl)ccc3C)CC2)n2nc(-c3ccccc3)nc2n1,4%,-18%,/,-13%,-1%,-18%,-6%,16%,7
Cc1ccc(CNC(=O)c2cnc(N(C)C)nc2)cc1,/,-3%,/,/,2%,1%,-10%[60.1 µM],-2%,2
CCOc1ccccc1OCC(=O)NNC(=O)Cn1cnc2c1c(=O)n(C)c(=O)n2C,8%,148%[activator],-4%,-7%,-9%,-1%,0%,2%,-8
COc1cc(CNC(C)(C)CO)cc(Br)c1OCc1ccc(Cl)cc1Cl,4%,9%,-2%,-16%,?,18%,-10%,-9%,-38
COc1ccc(OCC(=O)O/N=C(\N)c2ccc(OC)cc2)cc1,-4%,32%[activator],4%,-7%,-8%,-9%,-4%,24%,-15
Cc1c(Cl)cccc1NC(=S)N1CCc2ccccc2C1,1%,?,10%,2%,0%,-4%,-4%[60.1 µM],28%,-3
O=C(CNS(=O)(=O)c1ccc(F)cc1)N1CCN(c2ccc(F)cc2)CC1,-2%,1%,1%,-7%,8%,-3%,0%,-1%,0
O=C(O)CCCNC(=O)Nc1ccccc1,-8%,10%,?,-6%,1%,3%,13%,10%,/

compound,Tb PGK inh,Pol iota inh,APE1 inh,Pol eta inh,Anesthetic bind,BLM inh,Pol kappa inh,POLB inh,RXFP1 antagonist
COc1ccccc1NC(=O)c1ccc(NC(=O)COC(=O)c2ccc(O)cc2)cc1,2%,-14%,-2%,-6%,/,/,-6%,/,3
Cc1nc2cc(C(=O)O)ccc2n1C1CCCCC1,-4%,106%[activator],-5%,-12%,-10%,2%,8%,3%,-12
CC1CCCN(C(=O)c2ccc(CSc3nc4ccncc4n3Cc3ccccc3)cc2)C1 (stereo not drawn),-5%,-2%,/,-6%,74%[activator],0%,-10%,2%,-37
COc1cc(C2c3c(oc4c(C)cc(C)cc4c3=O)C(=O)N2Cc2cccnc2)ccc1O (stereo not drawn),-1%,11%,/,0%,/,/,-11%,/,-3
CCC(c1nnnn1Cc1ccccc1)N1CCN(C(=O)c2ccco2)CC1 (stereo not drawn),-8%,?,4%,-13%,-12%,-2%,-5%,20%,-7
NS(=O)(=O)c1ccc(NC(=O)Nc2ccc(S(N)(=O)=O)cc2)cc1,1%,-17%,-3%,9%,-13%,-7%,-6%,-9%,-6
Cc1ccsc1C(=O)N1CC(=O)Nc2ccccc21,i,-3%,-1%,-11%,-14%,-5%,-14%,4%,14
O=C(CSc1ccccc1)NC1=NCCS1,14%,60%[activator],3%,-14%,-8%,-4%,1%,3%,-7
O=C(CNC(=O)c1ccc(F)cc1)c1ccccc1,9%,10%,2%,-6%,2%,1%,-9%,71%,-10
Cc1ccc(-c2cn(CCC(=O)O)c(-c3ccc(Cl)nc3)n2)cc1,-2%,?,-7%,-2%,/,/,0%,/,/
Cc1ccc(C(=O)Nc2c(C(=O)NC(C)(C)C)oc3ccccc23)cc1,-8%,-14%,/,-8%,-6%,1%,-3%,-19%,/
CC1(C)OC(=O)NC1=O,/,/,2%,/,2%[29.3 µM],4%,-7%[12 µM],/,-3

Gathered by group: the compounds so far containing a furan ring, fused or not
compound,Tb PGK inh,Pol iota inh,APE1 inh,Pol eta inh,Anesthetic bind,BLM inh,Pol kappa inh,POLB inh,RXFP1 antagonist
CCC(c1nnnn1Cc1ccccc1)N1CCN(C(=O)c2ccco2)CC1 (stereo not drawn),-8%,?,4%,-13%,-12%,-2%,-5%,20%,-7
Cc1ccc(C(=O)Nc2c(C(=O)NC(C)(C)C)oc3ccccc23)cc1,-8%,-14%,/,-8%,-6%,1%,-3%,-19%,/

Next section.
compound,Tb PGK inh,Pol iota inh,APE1 inh,Pol eta inh,Anesthetic bind,BLM inh,Pol kappa inh,POLB inh,RXFP1 antagonist
O=C1CC(N2CCSCC2)C(=O)N1c1cccc(Br)c1 (stereo not drawn),i,25%,-3%,-7%,?,5%,10%,21%,4
CCOC(=O)C1CCCN(c2cc(NCCCO)c([N+](=O)[O-])c3nonc23)C1 (stereo not drawn),/,/,-3%,/,-16%,4%,/,1%,/
O=C(/C=C/c1ccccc1Cl)Nc1nc(-c2cccs2)ns1,-6%,32%,/,-18%,-6%,-4%,-3%,18%,-16
O=C(NCCCN1CCOCC1)C1Cc2c(ccc3ccccc23)O1 (stereo not drawn),i,84%[activator],-4%,14%,-3%,-4%,-5%,9%,-21
Cc1nc([N+](=O)[O-])cn1Cc1cccc([N+](=O)[O-])c1,-1%,15%,1%,-9%,0%,-3%,-11%,19%,?
CCCN(CCC)C(C)C(=O)NCC1(c2ccccc2)CCCC1 (stereo not drawn),-3%,-9%,16%,-14%,-11%,-4%,-29%,21%,-5
O=C(CCC1CCCCC1)Nc1nnc(C(F)(F)F)s1,i,-1%,-1%,-3%,-13%,-3%,-10%,62%,2
Cc1cc(C)c2nc(SCC(=O)N3CC(=O)Nc4ccccc43)c(C#N)cc2c1,i,-4%,3%,?,8%,-8%,-14%,-18%,-10
CCCNC(=O)N1N=C(c2ccc(N)cc2)c2cc3c(cc2C1C)OCO3 (stereo not drawn),/,/,-2%,/,-4%,-1%,8%[60.1 µM],/,/
CC(Sc1nncn1-c1ccccc1)C(=O)Nc1cccc([N+](=O)[O-])c1 (stereo not drawn),-1%,0%,2%,-14%,9%,3%,-7%,1%,25
Cc1ccc(N=C(NOCc2ccc(Cl)cc2Cl)c2nonc2N)c(C)c1,/,?,4%,-15%,-15%,-14%,-13%,-1%,2
O=C(/C=C/Nc1ccccc1F)c1ccc(Br)cc1,-7%,28%,-1%,6%,-11%,-4%,-2%,25%,-3

compound,Tb PGK inh,Pol iota inh,APE1 inh,Pol eta inh,Anesthetic bind,BLM inh,Pol kappa inh,POLB inh,RXFP1 antagonist
O=C(N/N=C/c1cccs1)c1cncc(Br)c1,-5%,77%[activator],0%,-13%,-6%,-1%,5%,-12%,-27
CCNc1nc(Cl)nc(NC2CCCCC2)n1,i,112%[activator],4%,-16%,?,-6%,-12%,2%,-14
Nc1nc(C23CC4CC(CC(C4)C2)C3)[nH]c(=O)n1,4%,18%,-3%,6%,-10%,-7%,-13%,2%,5
Cc1ccc(N(Cc2cccs2)C(=O)C(C)Oc2ccc(Cl)c(C)c2)cc1 (stereo not drawn),-4%,?,/,-24%,82%[activator],-7%,?,4%,-100*
Cc1ccc(CNC(=O)CN(c2cccc([N+](=O)[O-])c2)S(=O)(=O)c2ccccc2)cc1,-3%,3%,-5%,-23%,-1%,-2%,-7%,0%,-12
COc1ccc2c(c1)nc(SCC(O)c1ccccc1)n2C (stereo not drawn),-8%,51%[activator],-1%,-11%,-6%,1%,-9%,-28%,12
CCn1c(SCC(=O)Nc2cc(C)on2)nnc1-c1cccnc1,-8%,8%,-1%,0%,-7%,0%,-8%,12%,4
CCn1c(CSCc2ccc(Cl)cc2)n[nH]c1=S,3%,33%[activator],-5%,-1%,-17%,-2%,-13%,-9%,-24
O=c1cc2c(nn1Cc1ccccc1)-c1ccccc1CC2,5%,46%[activator],-5%,-3%,?,-2%,-4%,0%,-10
CN(C(=O)Nc1ccccc1)C1CCCc2ccccc21 (stereo not drawn),-10%,0%,-3%,-23%,-5%,1%,0%,5%,0
Cc1cc(C[n+]2cc(Cl)ccc2N)c2ncccc2c1,3%,6%,2%,-2%,-4%,16%,-2%,3%,3
COc1ccc(C)cc1NC(=O)C/C(C)=N/NC(=O)Cc1cccc2ccccc12,2%,18%,-10%,-4%,-9%,-4%,-5%,18%,?

compound,Tb PGK inh,Pol iota inh,APE1 inh,Pol eta inh,Anesthetic bind,BLM inh,Pol kappa inh,POLB inh,RXFP1 antagonist
COc1ccc(NC(=O)CCc2c(C)nn(-c3ccc(N4CCOCC4)nn3)c2C)cc1Cl,-11%,8%,/,3%,0%,-3%,-10%,7%,/
Cc1cccc(-n2nnc3c(=O)n(Cc4ccccn4)cnc32)c1,13%,54%[activator],-1%,3%,-11%,0%,0%,3%,-7
O=C(CN1CCN(c2ccc(F)cc2)CC1)Nc1ccccc1Br,-7%,20%,-2%,-20%,-12%,-6%,-5%,-28%,-26
CN(c1ccc([N+](=O)[O-])cc1/C=N/NC(=O)COc1ccccc1)C1CCCCC1,-6%,-17%,1%,-8%,-3%,0%,-3%,-2%,-12
COCc1cc(CN2CCN(Cc3ccsc3)C(CCO)C2)ccc1OC (stereo not drawn),-4%,61%[activator],-3%,-7%,-5%,-1%,1%,3%,-15
N#CC1=C(S)N(c2ccccc2)C(c2ccc(-c3ccccc3Cl)o2)NC1=O (stereo not drawn),-6%,1%,-3%,45µM*,-16%,-11%,-7%,-13%,-17
CC(NC(=O)CCCN1C(=O)CCn2nc(-c3cn(C)c4ccccc34)cc21)c1ccccc1 (stereo not drawn),-5%,-4%,/,1%,-14%,1%,-5%[60.1 µM],-8%,-8
O=C(Nc1ccccc1)Nc1ccc2ncoc2c1,-3%,71%[activator],3%,4%,-4%,-14%,-18%,11%,-6
